From PubChem
proCasp3 act: procaspase-3 (human) activation; P42574; activation, % at 8.5 µM; AID 463141; recombinant procaspase-3 D3A, Ac-DEVD-pNA absorbance 405 nm; actives 0.11% (n = 330,000);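 active means activation above the mean of all tested compounds plus 3 SD, cut at about 21% in these data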;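 further: 0% = DMSO alone and 100% = DMSO wells spiked with extra 5 µM PC-3 D3A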
Target sequence (P42574 whole entry D9A/D28A/D175A): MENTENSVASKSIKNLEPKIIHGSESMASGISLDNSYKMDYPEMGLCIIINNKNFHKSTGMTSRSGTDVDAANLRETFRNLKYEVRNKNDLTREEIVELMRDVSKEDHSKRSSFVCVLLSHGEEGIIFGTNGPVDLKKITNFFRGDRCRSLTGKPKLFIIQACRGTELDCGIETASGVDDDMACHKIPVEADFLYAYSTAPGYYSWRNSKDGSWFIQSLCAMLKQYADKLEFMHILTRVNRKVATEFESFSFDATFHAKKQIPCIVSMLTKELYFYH
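Technique: 405 nm absorbance of p-nitroaniline, reads at 0 and 120 min; Test system: Procaspase-3 D3A mutant; Incubation: 1 h enzyme-compound preincubation, then 2 h substrate reaction, 25 °C; Repeats: singlicate, each compound tested once; Benchmarks: low control DMSO wells, high control DMSO plus 5 µM PC-3 D3A.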
AHR act: activates the human aryl hydrocarbon receptor | actives 2.5% (n = 320,000) | P35869 | activation, % at 5 µM | AHR-responsive luciferase reporter cells, luminescence; in the data active means activation above about 47%;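 further: 0% = vehicle wells and 100% = reference agonist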
RPL19A-GFP yeast: modulators of TOR pathway RPL19A-GFP in S. cerevisiae | S. cerevisiae RPL19A-GFP strain, flow cytometry, 3 h; stronger effect = lower value | percent response vs DMSO, % at 10 µM | AID 2025 | actives 0.3% (n = 330,000);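 active means percent response vs DMSO below 50%; inconclusive means fewer than 70 events counted for the yeast strain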;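 further: median channel GFP fluorescence of the barcoded RPL19A-GFP strain; ratio of sample median GFP to plate DMSO average so 100% = DMSO; lower means less RPL19A-GFP as with rapamycin TOR inhibition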
AGP1-GFP MLPCN: yeast TOR pathway AGP1-GFP modulation; S. cerevisiae AGP1-GFP multiplex flow cytometry, 3 h; GFP as percent of DMSO wells; AID 2066; GFP response vs DMSO, % at 10 µM; actives 0.02% (n = 320,000);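 active means GFP response relative to DMSO above a set limit, near screen average plus 3 SD, cut at about 150% in these data; inconclusive means fewer than 70 cells counted for the yeast strain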;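 further: median GFP channel fluorescence of the gated AGP1 strain per well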
proCasp7 act: counter-screen for procaspase-3 activators: activators of human procaspase-7; recombinant procaspase-7, Ac-DEVD-pNA absorbance 405 nm; D23A/D198A/D206A triple mutant, cannot self-cleave; scale: DMSO 0, 5 µM enzyme 100; activation, % at 8.5 µM; actives 0.093% (n = 330,000); AID 463210;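 active means percent activation above the screen-wide mean plus 3 SD, cut at about 25% in these data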
Target sequence (P55210 whole entry D23A/D198A/D206A): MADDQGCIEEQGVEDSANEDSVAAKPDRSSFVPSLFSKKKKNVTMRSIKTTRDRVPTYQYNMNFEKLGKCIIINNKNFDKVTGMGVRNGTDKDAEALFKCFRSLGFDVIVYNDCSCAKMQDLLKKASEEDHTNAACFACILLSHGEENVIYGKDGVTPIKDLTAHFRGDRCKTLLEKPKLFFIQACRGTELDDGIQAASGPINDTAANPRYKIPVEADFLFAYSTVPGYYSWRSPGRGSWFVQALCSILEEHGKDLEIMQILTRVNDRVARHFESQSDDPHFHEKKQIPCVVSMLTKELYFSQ
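Replicates: singlicate. Assay system: Procaspase-7 triple mutant (PC-7 D3A). Signal: 405 nm absorbance of p-nitroaniline. Times: 1 h preincubation, 2 h reaction. Buffer or medium: Zinc-free HEPES pH 7.4 with 300 mM NaCl, 0.01% Triton X-100. Also added: DEVD-pNA substrate. Benchmarks: DMSO wells as 0%, DMSO with 5 µM added PC-7 as 100%.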
CIT2 TOR yeast: yeast TOR pathway CIT2-GFP modulation; actives 0.065% (n = 320,000); GFP response vs DMSO, % at 10 µM; S. cerevisiae CIT2-GFP strain, flow cytometry, 3 h; 100 means same as DMSO wells;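 active means GFP response relative to DMSO above a set limit, near the screen mean plus 3 SD, cut at about 150% in these data; inconclusive means Fewer than 70 cells measured for a yeast strain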;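 further: ratio of well median GFP fluorescence to mean of DMSO wells on the plate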
LAP4 TOR yeast: yeast TOR pathway LAP4-GFP modulation; actives 0.34% (n = 320,000); GFP response vs DMSO, % at 10 µM; S. cerevisiae LAP4-GFP multiplex, flow cytometry GFP, 3 h; median GFP as percent of DMSO wells;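 active means GFP response vs DMSO above a set limit, about the screen mean plus 3 SD, cut at about 150% in these data; inconclusive means under 70 cell events counted for the yeast strain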
MEP2-GFP yeast: yeast TOR pathway MEP2-GFP modulation | GFP response vs DMSO, % at 10 µM | AID 2016 | S. cerevisiae MEP2-GFP strain, flow cytometry GFP, 3 h; 100% = DMSO control level | actives 0.51% (n = 330,000);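 active means GFP response versus DMSO above a set limit, roughly screen mean plus 3 SD, cut at about 180% in these data; inconclusive means fewer than 70 cells counted for a yeast strain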;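 further: median GFP fluorescence of the barcode-gated MEP2-GFP cells per well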
* hit, by the source's call.

Screening O=C(Nc1nc(-c2ccc(S(=O)(=O)N3CCCC3)cc2)cs1)c1cccs1 returned proCasp3 act -6, AHR act 9, RPL19A-GFP yeast 96, AGP1-GFP MLPCN 96, proCasp7 act 8, CIT2 TOR yeast 89, LAP4 TOR yeast 99 and MEP2-GFP yeast 94.
Screening CCn1nc(C(=O)N2CCc3ccccc3C2)c2ccccc2c1=O returned proCasp3 act 0, AHR act -1, RPL19A-GFP yeast 111, AGP1-GFP MLPCN 110, proCasp7 act 4, CIT2 TOR yeast 109, LAP4 TOR yeast 100 and MEP2-GFP yeast 101.
For O=C(CN1CCOCC1)Nc1nc(-c2ccc(Cl)cc2)cs1 the results were proCasp3 act 2, AHR act 32, RPL19A-GFP yeast 107, AGP1-GFP MLPCN 122, proCasp7 act 4, CIT2 TOR yeast 123, LAP4 TOR yeast 130 and MEP2-GFP yeast 109.
COc1ccc(CNC(=O)/C(C)=C\C(=O)O)cc1 was read as proCasp3 act 5, AHR act 0, RPL19A-GFP yeast 101, AGP1-GFP MLPCN 100, proCasp7 act -2, CIT2 TOR yeast 101, LAP4 TOR yeast 102 and MEP2-GFP yeast 108.
CCOC(=O)CNC(=O)/C(=C\c1ccc(F)cc1)NC(=O)c1ccccc1 was read as proCasp3 act -11, AHR act 1, RPL19A-GFP yeast 104, AGP1-GFP MLPCN 95, proCasp7 act -4, CIT2 TOR yeast 96, LAP4 TOR yeast 100 and MEP2-GFP yeast 101.
For Cc1ccc(CSc2nnc(NC(=O)C3COc4ccccc4O3)s2)cc1 (configuration not stated) the results were proCasp3 act 0, AHR act 0, RPL19A-GFP yeast 103, AGP1-GFP MLPCN 104, proCasp7 act 7, CIT2 TOR yeast 99, LAP4 TOR yeast 105 and MEP2-GFP yeast 104.
`Cc1cc2c(cc1C)NC(c1cccnc1)C1=C(CC(C)(C)CC1=O)N2` (configuration not stated) gave proCasp3 act -4, AHR act 30, RPL19A-GFP yeast 87, AGP1-GFP MLPCN 84, proCasp7 act 4, CIT2 TOR yeast 85, LAP4 TOR yeast 92 and MEP2-GFP yeast 98.
Screening CC(C)(C)c1nn(-c2ccccc2)c2[nH]c(=O)c(C=O)cc12 returned proCasp3 act -8, AHR act -2, RPL19A-GFP yeast 115, AGP1-GFP MLPCN 102, proCasp7 act 1, CIT2 TOR yeast 101, LAP4 TOR yeast 107 and MEP2-GFP yeast 108.
`O=C(Cc1c(F)cccc1Cl)OCC(=O)N1CCN(c2ccccc2)CC1` gave proCasp3 act 10, AHR act 0, RPL19A-GFP yeast 100, AGP1-GFP MLPCN 100, proCasp7 act 13, CIT2 TOR yeast 107, LAP4 TOR yeast 104 and MEP2-GFP yeast 104.
Screening COC(=O)c1ccc(NC(=O)COC(=O)C2=NN(c3ccccc3)C(=O)CC2)cc1 returned proCasp3 act -1, AHR act 0, RPL19A-GFP yeast 97, AGP1-GFP MLPCN 103, proCasp7 act 10, CIT2 TOR yeast 96, LAP4 TOR yeast 97 and MEP2-GFP yeast 102.

The closing 3 compounds of the part above lead into the next.
Screening CC(C)(C)c1nn(-c2ccccc2)c2[nH]c(=O)c(C=O)cc12 returned proCasp3 act -8, AHR act -2, RPL19A-GFP yeast 115, AGP1-GFP MLPCN 102, proCasp7 act 1, CIT2 TOR yeast 101, LAP4 TOR yeast 107 and MEP2-GFP yeast 108.
`O=C(Cc1c(F)cccc1Cl)OCC(=O)N1CCN(c2ccccc2)CC1` gave proCasp3 act 10, AHR act 0, RPL19A-GFP yeast 100, AGP1-GFP MLPCN 100, proCasp7 act 13, CIT2 TOR yeast 107, LAP4 TOR yeast 104 and MEP2-GFP yeast 104.
Screening COC(=O)c1ccc(NC(=O)COC(=O)C2=NN(c3ccccc3)C(=O)CC2)cc1 returned proCasp3 act -1, AHR act 0, RPL19A-GFP yeast 97, AGP1-GFP MLPCN 103, proCasp7 act 10, CIT2 TOR yeast 96, LAP4 TOR yeast 97 and MEP2-GFP yeast 102.
For CCn1nc(C)cc1C(=O)NC1CCCc2c1cnn2-c1cc(F)cc(F)c1 (configuration not stated) the results were RPL19A-GFP yeast 106, AGP1-GFP MLPCN 89, CIT2 TOR yeast 110, LAP4 TOR yeast 62 and MEP2-GFP yeast 101.
Screening COc1cc(/C=C/C(=O)O)cc(S(=O)(=O)NCCO)c1OC returned proCasp3 act 9, AHR act -4, RPL19A-GFP yeast 101, AGP1-GFP MLPCN 100, proCasp7 act 5, CIT2 TOR yeast 104, LAP4 TOR yeast 91 and MEP2-GFP yeast 94.
For CCOc1ccc(NC(=O)CN(C2CCCCC2)S(C)(=O)=O)cc1 the results were proCasp3 act 5, AHR act -2, RPL19A-GFP yeast 98, AGP1-GFP MLPCN 107, proCasp7 act -6, CIT2 TOR yeast 102, LAP4 TOR yeast 101 and MEP2-GFP yeast 96.
Cc1cc(-c2ccc(S(=O)(=O)N3CCN(C)CC3)s2)on1 was read as proCasp3 act 7, AHR act 1, RPL19A-GFP yeast 85, AGP1-GFP MLPCN 86, proCasp7 act 2, CIT2 TOR yeast 91, LAP4 TOR yeast 81 and MEP2-GFP yeast 88.
Cc1oc(-c2ccccc2F)nc1CS(=O)(=O)CC(=O)NCCCN1CCN(C)CC1 was read as proCasp3 act 6, AHR act -2, RPL19A-GFP yeast 99, AGP1-GFP MLPCN 97, proCasp7 act 2, CIT2 TOR yeast 96, LAP4 TOR yeast 87 and MEP2-GFP yeast 102.
O=C(CSc1ccccc1)Nc1cccc(S(=O)(=O)N2CCCCC2)c1 was read as proCasp3 act 0, AHR act -1, RPL19A-GFP yeast 99, AGP1-GFP MLPCN 96, proCasp7 act 13, CIT2 TOR yeast 96, LAP4 TOR yeast 102 and MEP2-GFP yeast 97.
For Cc1ccccc1CSCc1ccc(C(=O)NCCCN2CCOCC2)o1 the results were proCasp3 act 3, AHR act 2, RPL19A-GFP yeast 95, AGP1-GFP MLPCN 96, proCasp7 act 14, CIT2 TOR yeast 102, LAP4 TOR yeast 98 and MEP2-GFP yeast 101.
`Cc1ccc(NC(=O)NNC(=O)c2cc3ccccc3cc2O)cc1` gave proCasp3 act 3, AHR act 13, RPL19A-GFP yeast 97, AGP1-GFP MLPCN 104, proCasp7 act -2, CIT2 TOR yeast 128, LAP4 TOR yeast 94 and MEP2-GFP yeast 104.
`CC1(C)CN(c2ccc(Br)cc2Br)C1=O` gave proCasp3 act 4, AHR act -1, RPL19A-GFP yeast 98, AGP1-GFP MLPCN 95, proCasp7 act 1, CIT2 TOR yeast 100, LAP4 TOR yeast 101 and MEP2-GFP yeast 97.
`CC(C)CCNC(=O)c1c[nH]c2ccc(S(=O)(=O)N3CCC4(CC3)OCCO4)cc2c1=O` gave proCasp3 act -2, AHR act 4, RPL19A-GFP yeast 97, AGP1-GFP MLPCN 105, proCasp7 act 5, CIT2 TOR yeast 106, LAP4 TOR yeast 102 and MEP2-GFP yeast 108.
For COc1ccc(-c2nn(CCC(=O)O)cc2/C=C2\SC(N)=NC2=O)cc1 the results were proCasp3 act 2, AHR act 4, RPL19A-GFP yeast 101, AGP1-GFP MLPCN 97, proCasp7 act -5, CIT2 TOR yeast 91, LAP4 TOR yeast 91 and MEP2-GFP yeast 102.
CC(=O)CSc1nnc(CN2C(=O)CSc3ccc(C(F)(F)F)cc32)n1C was read as proCasp3 act -6, AHR act -3, RPL19A-GFP yeast 96, AGP1-GFP MLPCN 107, proCasp7 act -6, CIT2 TOR yeast 96, LAP4 TOR yeast 102 and MEP2-GFP yeast 103.
COC(=O)c1ccc(NC(=O)Nc2ccccc2C)cc1 was read as proCasp3 act 0, AHR act -2, RPL19A-GFP yeast 97, AGP1-GFP MLPCN 104, proCasp7 act 7, CIT2 TOR yeast 89, LAP4 TOR yeast 114 and MEP2-GFP yeast 93.
O=C(O)Cn1cc(CN2CCOCC2)c2ccccc21 was read as proCasp3 act 3, AHR act 26, RPL19A-GFP yeast 102, AGP1-GFP MLPCN 97, proCasp7 act 3, CIT2 TOR yeast 107, LAP4 TOR yeast 90 and MEP2-GFP yeast 104.
`FC(F)(F)c1nc(N2CCN(c3ccccc3)CC2)nc2c1CCCCC2` gave proCasp3 act -1, AHR act 65*, RPL19A-GFP yeast 101, AGP1-GFP MLPCN 106, proCasp7 act 0, CIT2 TOR yeast 99, LAP4 TOR yeast 105 and MEP2-GFP yeast 103.
For O=C(O)CCc1nnc(SCC(=O)Nc2cccc(C(F)(F)F)c2)[nH]c1=O the results were proCasp3 act 1, AHR act 0, RPL19A-GFP yeast 107, AGP1-GFP MLPCN 104, proCasp7 act 9, CIT2 TOR yeast 101, LAP4 TOR yeast 98 and MEP2-GFP yeast 103.
`CN1CCN(c2ccc(Cl)cc2NC(=O)CN2C(=O)NC(C)(c3ccccc3)C2=O)CC1` (configuration not stated) gave proCasp3 act -12, AHR act 2, RPL19A-GFP yeast 96, AGP1-GFP MLPCN inconclusive, proCasp7 act 1, CIT2 TOR yeast 122, LAP4 TOR yeast inconclusive and MEP2-GFP yeast 116.
For O=C(CNS(=O)(=O)c1ccc(Br)cc1Cl)OCC(=O)c1ccc[nH]1 the results were proCasp3 act -2, AHR act 5, RPL19A-GFP yeast 97, AGP1-GFP MLPCN 115, proCasp7 act 8, CIT2 TOR yeast 104, LAP4 TOR yeast 112 and MEP2-GFP yeast 107.
Screening COc1ccccc1-c1cn(S(=O)(=O)c2ccc(C)cc2)nc1N returned proCasp3 act -7, AHR act 21, RPL19A-GFP yeast 100, AGP1-GFP MLPCN 105, proCasp7 act -2, CIT2 TOR yeast 101, LAP4 TOR yeast 104 and MEP2-GFP yeast 108.
For Nc1cc(=O)[nH]c(=O)n1CCc1ccccc1 the results were proCasp3 act 12, AHR act 10, RPL19A-GFP yeast 103, AGP1-GFP MLPCN 97, proCasp7 act 4, CIT2 TOR yeast 102, LAP4 TOR yeast 90 and MEP2-GFP yeast 104.
Screening Cc1ccc(C(=O)NCC(=O)OCCCn2c(=O)[nH]c3ccccc32)cc1 returned proCasp3 act 0, AHR act 0, RPL19A-GFP yeast 106, AGP1-GFP MLPCN 112, proCasp7 act -4, CIT2 TOR yeast 110, LAP4 TOR yeast 109 and MEP2-GFP yeast 110.
Screening O=C(Nc1cccc2ncccc12)c1ccc(Cl)cc1 returned proCasp3 act -3, AHR act 65*, RPL19A-GFP yeast 101, AGP1-GFP MLPCN 97, proCasp7 act -9, CIT2 TOR yeast 99, LAP4 TOR yeast 101 and MEP2-GFP yeast 102.
Screening Cc1ccc(CNS(=O)(=O)c2c(C)[nH]c(C)c2C(=O)N2CCCC2)cc1 returned proCasp3 act 5, AHR act -1, RPL19A-GFP yeast 96, AGP1-GFP MLPCN 104, proCasp7 act 2, CIT2 TOR yeast 106, LAP4 TOR yeast 90 and MEP2-GFP yeast 95.
